EBI2 block – blocks human EBI2 receptor beta-arrestin signaling. P32249. EBI2 beta-arrestin recruitment, luminescence, 7a,25-OHC stimulated. inhibition, % at 5 µM. hit rate 0.81% among 360,000. AID 651636; in the data active = inhibition above about 38%;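 note: enzyme fragment complementation signal reports receptor beta-arrestin coupling in cells; 0% = agonist plus DMSO wells and 100% = wells without agonist; some results beyond the cut were filed as inactive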
Target sequence (P32249 whole entry, looked up, the tested form may be a part): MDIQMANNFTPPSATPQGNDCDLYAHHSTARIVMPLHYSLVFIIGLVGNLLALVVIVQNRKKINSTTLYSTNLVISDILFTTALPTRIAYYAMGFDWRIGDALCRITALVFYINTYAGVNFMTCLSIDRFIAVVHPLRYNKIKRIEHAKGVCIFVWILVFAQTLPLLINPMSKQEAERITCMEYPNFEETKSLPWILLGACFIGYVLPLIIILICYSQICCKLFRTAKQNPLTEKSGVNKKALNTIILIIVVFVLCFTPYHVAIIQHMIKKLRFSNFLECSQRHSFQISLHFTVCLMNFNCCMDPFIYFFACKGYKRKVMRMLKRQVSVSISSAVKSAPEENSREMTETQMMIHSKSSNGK
CXCR6 block – CXCR6 (human) receptor inhibition. hit rate 0.36% among 360,000. CHO-K1 PathHunter CXCR6 beta-arrestin, luminescence. inhibition, % at 20 µM. AID 602244; in the data active = inhibition above about 34%, passing the limit was not always enough;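 note: antagonist mode with CXCL16 agonist at 10 nM final; 0% = 10 nM CXCL16 with DMSO and 100% = unstimulated wells without agonist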
Target sequence (O00574 whole entry, looked up): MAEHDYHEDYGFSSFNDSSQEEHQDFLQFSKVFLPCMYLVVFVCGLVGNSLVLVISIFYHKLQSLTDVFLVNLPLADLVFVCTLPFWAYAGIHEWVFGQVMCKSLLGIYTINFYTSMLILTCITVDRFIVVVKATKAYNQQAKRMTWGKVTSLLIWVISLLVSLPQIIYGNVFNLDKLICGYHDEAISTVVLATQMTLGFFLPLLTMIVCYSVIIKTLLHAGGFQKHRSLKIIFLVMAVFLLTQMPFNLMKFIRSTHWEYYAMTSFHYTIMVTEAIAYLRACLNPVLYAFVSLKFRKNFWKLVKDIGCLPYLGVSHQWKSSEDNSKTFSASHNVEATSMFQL
* = called active by the depositor.

Start of the listing, in advance, 3 compounds:
Structure | CXCR6 block | EBI2 block
O=C1NC[C@@H](CCCCN2C[C@H](Cc3ccc(O)cc3)N(CCc3ccccc3)C(=O)C2=O)N(Cc2ccccc2)C1=O | -4 | -2
O=C1NC[C@H](CCCCN2CCN(Cc3ccccc3)C(=O)C2=O)N(CCC2CCCCC2)C1=O | -6 | 5
O=C(O)c1cc([N+](=O)[O-])ccc1-c1ccc([N+](=O)[O-])cc1C(=O)O | -2 | 1

The whole of this part, previewed entries included:
Structure | CXCR6 block | EBI2 block
O=C1NC[C@@H](CCCCN2C[C@H](Cc3ccc(O)cc3)N(CCc3ccccc3)C(=O)C2=O)N(Cc2ccccc2)C1=O | -4 | -2
O=C1NC[C@H](CCCCN2CCN(Cc3ccccc3)C(=O)C2=O)N(CCC2CCCCC2)C1=O | -6 | 5
O=C(O)c1cc([N+](=O)[O-])ccc1-c1ccc([N+](=O)[O-])cc1C(=O)O | -2 | 1
Cc1oc(-c2ccccc2)nc1C(=O)OCC(=O)NCc1ccc(F)cc1 | -2 | -6
CNC(=O)C1CN(C(=O)c2nn(Cc3ccccc3)c(=O)c3ccccc23)c2ccccc2O1 (stereo not given) | 4 | 6
Cc1ccc(F)cc1C(=O)N1CCCC(c2cc(C(=O)Nc3ccccc3)no2)C1 (stereo not given) | -6 | 2
CCOC(=O)[C@]12CCC=C1N(Cc1ccc3c(c1)OCO3)C(=O)[C@H](CC(=O)NCc1ccccc1)C2 | 1 | -2
CCCNC(=O)C1(C)CCN(C(=O)c2cccc(Cl)c2)C1 (stereo not given) | 2 | -5
COc1ccccc1CNC(=O)C1(C)CCN1C(=O)C1(c2ccccc2)CC1 (stereo not given) | 10 | 7
CCCN(C)C[C@@H]1OCCCC[C@@H](C)Oc2ccc(NC(=O)c3ccccc3)cc2C(=O)N([C@H](C)CO)C[C@@H]1C | 7 | 3
OC(c1ccccc1)(c1nc(-c2ccccc2)cs1)C(F)(F)F (stereo not given) | -5 | 13
COc1ccc(Br)cc1C=NNS(=O)(=O)c1ccc(C)cc1 | 1 | -1
Cc1cc(C)cc(CC(=O)N2CCC2(C)C(=O)NS(=O)(=O)c2cccc(OC(F)F)c2)c1 (stereo not given) | 0 | 7
O=C(Nc1ccccc1)c1cc(C2CCCCN2C(=O)CCc2ccccc2)on1 (stereo not given) | 5 | 2
OC[C@H]1O[C@@H](c2nc(-c3nc(-c4ccc(F)cc4)no3)cs2)[C@H](O)[C@@H]1O | -10 | -3
C[C@@H]1Cn2cnc(C(=O)N[C@@H](C)C(=O)OC(C)(C)C)c2C(=O)N1 | -9 | 7
CCNC(=O)C1(C)CCCN(Cc2ccc3ccccc3c2Br)C1 (stereo not given) | -3 | 7
CCn1cc(/C=C(\NC(=O)c2ccccc2OC)C(=O)NCCN2CCOCC2)c2ccccc21 | -6 | -6
CN(Cc1ccccn1)C(=O)c1cc(COc2ccc(F)cc2Cl)on1 | -6 | 4
COc1cc2c(c(OC)c1OC)-c1ccc(NCc3ccccc3)c(=O)cc1C(NC(C)=O)CC2 (stereo not given) | 3 | -6
COc1ccc(-c2ccc(C(=O)NCc3ccccc3)c3occc23)c(C)c1 | 12 | 11
COc1ccc(CNC(=O)CCCn2c(=O)c3cccn3c3cccnc32)cc1 | -2 | -6
COCCC(=O)N1CCOCC1c1cc(C(=O)Nc2ccccc2)no1 (stereo not given) | 0 | -1
CCc1cccc(C)c1NC(=O)COC(=O)Cc1ccccc1 | -6 | -5
FC(F)(F)c1ccc(-c2cccc3c2C2CC3CCN2C(=S)NCCc2ccccc2)cc1 (stereo not given) | -8 | 10
O=C(NCC1CC1)NC(=O)c1ccccc1F | 2 | 0
CC1(C)CC[C@]2(C(=O)O)CC[C@]3(C)C(=CCC4[C@]56CC[C@@](O)(OC5)C(C)(C)C6CC[C@]43C)C2C1 (stereo not given in full) | 0 | 2
CC1(C(=O)NCCC(F)(F)F)Cc2c(-c3cccc(C(N)=O)c3)ccnc2O1 (stereo not given) | 1 | 3
CC(C)C[C@H]1CNC(=S)N1C[C@H]1CCCN1C[C@H](Cc1ccc(O)cc1)N1C[C@H](CC(C)C)N(CCc2ccccc2)C1=S | 9 | 28
COc1ccc(NC(=O)c2sc(=O)n(Cc3ccc(SC)cc3)c2C)cc1OC | 5 | 16
COCCCn1cc(CN2CC(N3CCN(C)CC3)CS2(=O)=O)nn1 (stereo not given) | -6 | -10
Cc1cc(F)cc(-c2cc(C(=O)NCc3ccccn3)[nH]n2)c1 | 2 | -14
CCc1nc2ccc(C(=O)N3CCN(S(=O)(=O)CC)CC3)cn2c1N(CC)CCOC | -7 | -6
COCCN(C(=O)CSc1nnc(-c2ccccc2F)o1)c1c(N)n(Cc2ccccc2)c(=O)[nH]c1=O | -1 | -7
COCCN(C(=O)COC(=O)C1CCCCC1)c1c(N)n(Cc2ccccc2)c(=O)[nH]c1=O | 5 | -17
CN(C)C(=O)c1ccc(SC(=S)NCc2ccccc2)cc1 | 19 | 5
COc1ccccc1CNC(=O)C1(C)CCCCN1C (stereo not given) | 4 | -16
O=C(NCc1ccccn1)[C@@H]1CCCN1C(=O)[C@@H]1CCCN1C(=O)c1c(F)cccc1F | 1 | 1
C=CCC[C@@H](CCCCC)OC(=O)/C=C/[C@@H](O)[C@H](O)C[C@@H](O)CC=C | -3 | -6
C=CCNc1nc(NCCOC)c2sc(-c3ccccc3)cc2n1 | 10 | 25
CC1(C(=O)NS(=O)(=O)Cc2cccc(Cl)c2)CCN1C(=O)Cc1ccccc1 (stereo not given) | 0 | -7
COc1ccc(-c2csc(C(C)(O)c3ccc(F)c(F)c3)n2)cc1 (stereo not given) | -7 | 8
COCCNC(=O)C1CCCN(C(=O)c2cc(-c3cccs3)oc2C)CC1 (stereo not given) | 8 | 19
Cc1cc(C)c2c(=O)n3c(nc2c1)C(Cc1ccccc1)NC(=O)c1cccnc1-3 (stereo not given) | 2 | 20
O=C(NCc1ccc(F)cc1)c1cc(C2CCCCN2S(=O)(=O)Cc2ccccc2)on1 (stereo not given) | 5 | 11
CN1CCN(c2ncnc3c2ncn3[C@H]2CN(Cc3ccccc3)C[C@@H](CO)O2)CC1 | 10 | 7
C[C@H](CO)N1C[C@H](C)[C@@H](CN(C)C(=O)Cc2ccccc2)OCCCC[C@H](C)Oc2ccc(NC(=O)NC3CCCCC3)cc2C1=O | 0 | -1
CCCCCC(=O)N1C[C@H](n2cc(COC(=O)c3ccccc3)nn2)[C@@H](O)C[C@@H]1c1ccc(OC)cc1 | 9 | 12
CCCCCCN1CCN(C2CN(Cc3cn(CCCC(=O)OC)nn3)S(=O)(=O)C2)CC1 (stereo not given) | -3 | -8
COc1ccc(C(C)(O)c2nc(-c3ccc(C)c(C)c3)cs2)cc1 (stereo not given) | 2 | 12

Next compounds:
Structure | CXCR6 block | EBI2 block
Cc1ccc(S(=O)(=O)N2CCC(C(=O)OCC(=O)N3C(C)CCCC3C)CC2)cc1C (stereo not given) | -3 | -2
O=C(OCc1ccccc1)N1CCCC2CC1c1ccccc12 (stereo not given) | 0 | 8
Cc1ccc(C)c(NC(=O)C2(C)CCN2C(=O)C(C)C)c1 (stereo not given) | 0 | -4
CC(C)(C)c1ccc(S(=O)(=O)NC(=O)C2(C)CCN2C(=O)CC2CCCC2)cc1 (stereo not given) | -4 | -2
COc1ccc(CN2C(=O)C(CC(=O)NCCN3CCOCC3)CC(C(=O)N3CCOCC3)=C2C)cc1 (stereo not given) | -2 | -9
NC(=O)c1cccc(-c2ccnc3c2CC(C(=O)NCc2cccc(Cl)c2)O3)c1 (stereo not given) | 2 | 9
Cc1cc2nc(-c3ccc(Cl)cc3)c(CC(C)(C)C)n2c(C)c1Br | -4 | -9
CCOC(=O)C1CCCN(C(=O)c2ccc3sccc3c2)CC1 (stereo not given) | 4 | 12
CN1CCn2cnc(C(=O)NCC(=O)OC(C)(C)C)c2C1=O | -8 | -6
CN1C(=O)c2ccccc2CC12c1ccccc1C(=O)N2C (stereo not given) | 0 | 11
CCOC(=O)[C@]12CCCC=C1N(Cc1cccc3ccccc13)C(=O)[C@H](CC(=O)NCCCOC)C2 | -4 | 1
COc1cccc(-c2cnc3c(NC=O)cc(-c4cc(C)c(O)c(C)c4)cn23)c1 | 2 | 24
Cc1ccc(NS(=O)(=O)c2cc3c(cc2Br)NC(=O)CO3)cc1C | 1 | 2
C=CCOc1ccc(C[C@H](N)C(=O)NC[C@H]2O[C@@H](n3ccc(N)nc3=O)[C@H](O)[C@@H]2O)cc1 | -2 | 1
C[C@@H]1CN([C@H](C)CO)C(=O)CCCn2nncc2CO[C@H]1CN(C)C(=O)Nc1ccc(N2CCN(C)CC2)cc1 | -7 | 6
COC(=O)c1ccc2nc(-c3ccc(OC)c(OC)c3)c(Cc3ccccc3OC)n2c1 | 8 | 21
CN[C@H](C)C(=O)NC[C@H]1O[C@@H](n2cc(C)c(=O)[nH]c2=O)C[C@@H]1O | 0 | -6
CC1(C)CC(=O)C=C(c2ccccc2-c2ccc3cc[nH]c3c2)C1=O | -9 | 19
O=C(Nc1ccc2c(c1)OCO2)c1csc([C@H]2C[C@H](O)[C@@H](CO)O2)n1 | 2 | -7
COc1ccccc1-c1cccc(-c2nc(C(=O)N3CCCCC3)cc3c2[C@H](CCO)N(S(=O)C(C)(C)C)C3)c1 (stereo not given in full) | -4 | -11

Five entries out of the list, ordered by molecular weight, smallest number first:
Structure | CXCR6 block | EBI2 block
COc1cccc(-c2cnc3c(NC=O)cc(-c4cc(C)c(O)c(C)c4)cn23)c1 | 2 | 24
CC1(C(=O)NS(=O)(=O)Cc2cccc(Cl)c2)CCN1C(=O)Cc1ccccc1 (stereo not given) | 0 | -7
Cc1ccc(S(=O)(=O)N2CCC(C(=O)OCC(=O)N3C(C)CCCC3C)CC2)cc1C (stereo not given) | -3 | -2
Cc1cc(C)cc(CC(=O)N2CCC2(C)C(=O)NS(=O)(=O)c2cccc(OC(F)F)c2)c1 (stereo not given) | 0 | 7
O=C1NC[C@@H](CCCCN2C[C@H](Cc3ccc(O)cc3)N(CCc3ccccc3)C(=O)C2=O)N(Cc2ccccc2)C1=O | -4 | -2

Next records:
Structure | CXCR6 block | EBI2 block
C[C@H](CO)N1C[C@H](C)[C@@H](CN(C)Cc2ccc(-c3ccccc3)cc2)Oc2ncc(C#C[C@@H](C)O)cc2C1=O | 10 | 8
Cc1ccc(S(=O)(=O)NC(=O)C2(C)CCN2C(=O)c2cccc(F)c2)cc1 (stereo not given) | -2 | -6
CC1CCCCC1NC(=O)CSc1nnc(C(F)(F)F)n1C (stereo not given) | -8 | -6
Cc1ccccc1CNC(=O)c1ccc2sc([C@H]3C[C@H](O)[C@@H](CO)O3)nc2c1 | 4 | -6
O=C(c1cccnc1)N1CCC2CC1c1c(Cl)cccc12 (stereo not given) | -2 | -3
N#CC1=C(Nc2ccccc2Cl)SC(c2ccncc2)NC1=O (stereo not given) | 11 | 13
CC(C)(C)OC(=O)NCCc1onc(-c2ccc([N+](=O)[O-])cc2)c1C(=O)O | -2 | -3
CCCc1cc(=O)n2[nH]c(C)c(-c3ccccc3OC)c2n1 | 1 | 10
CC[C@H](C)[C@@H]1NC(=O)[C@@H](CC(C)C)NC(=O)[C@H](C(C)C)NC(=O)[C@H]2CSSC[C@H](NC1=O)C(=O)N2 | -1 | -32
CC(=O)c1ccc(N2CCN(C(=O)C(=O)c3cn(CC(=O)N4CCOCC4)c4ccccc34)CC2)cc1 | -3 | -5
O=C(NCCOc1ccccc1)N1[C@H]2CC[C@@H]1C=C(c1ccc(F)cc1OCc1ccccc1)C2 | 16 | 35
O=C(NCc1cccc(Cl)c1)c1ccc(-c2cccnc2)c2ccoc12 | 0 | 13
Nc1c(-c2cccs2)nc2ccccn12 | -13 | -2
CC(C)C[C@H]1CN(CCCC[C@H]2CNC(=O)C(=O)N2Cc2ccccc2)C(=O)C(=O)N1CCc1ccc(O)cc1 | -5 | -9
CN(C)CCN1CCN(C2CN(C3CCCC3)S(=O)(=O)C2)CC1 (stereo not given) | 1 | -6
O=C(Oc1ccc(-c2nnco2)cc1)c1cc(S(=O)(=O)N2CCOCC2)ccc1F | 8 | -1
COc1ccc(CN2C[C@H]3CON(C)[C@H]3C[C@H]2c2ccc(-c3ccccc3)cc2)cc1 | 8 | 14
CCOC(=O)[C@]12CCC=C1N(CCC1=CCCCC1)C(=O)[C@H](CC(=O)NCc1cccc3ccccc13)C2 | 1 | -4
CC1=C(C(=O)N(C)C)CC(CC(=O)NCCCCc2ccccc2)C(=O)N1CCCN1CCCC1=O (stereo not given) | 2 | -8
CS(=O)(=O)N1CCCCC1c1cc(C(=O)Nc2ccccc2)no1 (stereo not given) | -6 | 5
COCC1CCN(Cc2c(C(=O)N3CCOCC3)nc3c(C)cccn23)C1 (stereo not given) | 0 | 4
COc1cc2cc(C(=O)NC(C)c3cccc4ccccc34)c(N)nc2cc1OC (stereo not given) | -4 | 7
CCc1nc2ccc(C(=O)N(C)Cc3ccccc3)cn2c1N(C)Cc1ccc(OC)cc1 | 5 | 8
C[C@@H]1CN([C@@H](C)CO)C(=O)CCCn2nncc2CO[C@H]1CN(C)S(=O)(=O)c1ccccc1 | 10 | 2
CC1=C(C(=O)N(C(C)C)C(C)C)CC(CC(=O)NCCc2ccccn2)C(=O)N1CCC1=CCCCC1 (stereo not given) | -2 | 9
Cn1nc(SCc2ccccc2)c(=O)[nH]c1=O | -3 | -2
Cc1cn([C@H]2C[C@H](O)[C@@H](CCC(=O)NCC(c3ccccc3)c3ccccc3)O2)c(=O)[nH]c1=O | -2 | -4
COc1ccc(Cl)cc1NC(=O)CCCn1c(=O)c2cccn2c2cccnc21 | 5 | 3

Screening data from PubChem BioAssay.

Not all compounds are listed; the hit share may differ from the screen's.
